miR-122 sensor – blocks miR-122 activity in Huh7 sensor cells | 0.3% of 340,000 active | activation (reporter increase), % at 12.5 µM | Huh7 miR-122 Renilla luciferase sensor, 48 h; neutral wells = 0, positive control = 100;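 active = mean replicate activation score at least 90 and every replicate individually at or above 90; inconclusive = only one of the two criteria met; inactive = neither criterion met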;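 note: higher luciferase means less miR-122 activity so hits act as miR-122 inhibitors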
ARNT TACC3 PPI – ARNT/TACC3 interaction disruption; AID 623870; AlphaScreen His-ARNT PAS-B/GST-TACC3 binding, luminescence; TACC3 fragment carries E629A point mutation; Q9Y6A5; inhibition, % at 9.99 µM; 0.66% of 390,000 active;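 active = mean inhibition of replicates at least 50% and at least half of replicates each reaching 50%; inconclusive = half or more replicates reach 50% but mean below 50%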;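 note: 0% = complete ARNT plus TACC3 wells and 100% = ARNT alone without TACC3; many hits fall short of the cut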
SIRT5 block – blocks human SIRT5 desuccinylation of peptide; Purified SirT5, succinyl-peptide AMC, trypsin-coupled fluorescence; 1.1% of 330,000 active; inhibition, % at 15 µM; Q9NXA8; in the data active = inhibition above about 15%; inconclusive = no clear call, values can overlap the other calls
Target sequence (Q9NXA8 whole entry, looked up): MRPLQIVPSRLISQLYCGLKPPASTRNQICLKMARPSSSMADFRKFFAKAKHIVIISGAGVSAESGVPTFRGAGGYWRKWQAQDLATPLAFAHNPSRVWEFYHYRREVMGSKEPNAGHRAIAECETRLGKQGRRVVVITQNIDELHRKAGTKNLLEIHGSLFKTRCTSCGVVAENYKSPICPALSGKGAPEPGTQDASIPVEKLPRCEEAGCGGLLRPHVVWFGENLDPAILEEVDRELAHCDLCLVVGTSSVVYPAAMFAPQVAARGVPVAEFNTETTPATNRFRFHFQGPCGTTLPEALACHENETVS
Cneo AK release – causes C. neoformans cell lysis; adenylate kinase release luminescence, 4 h; normalised: neutral wells 0, clomiphene wells 100; lysis activity, % at 15 µM; 0.2% of 360,000 active;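 active = mean lysis activity across replicates of at least 80%, whatever share of replicates individually reach that level; inactive = mean lysis activity below 80%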
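Test system: log-phase Cryptococcus neoformans yeast cells. Input: 5 × 10^6 yeast cells/mL. Medium: fresh YPD growth medium. Doses: single dose. Incubation: static 4 h at 37 °C with compound, 1 h detection. Measured by: luminescent adenylate kinase detection reagent. Read-out: signal increase indicating cell lysis. Benchmarks: Clomiphene.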
esBAF inh – inhibitors of esBAF chromatin remodeling in mouse ES cells. Bmi1-luciferase knock-in reporter, 24 h; 100% = twice the neutral-well signal. reporter increase, % at 12.5 µM. 2% of 350,000 active. AID 602393; in the data active = activation above about 40%; inconclusive = no clear call, values can overlap the other calls;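 note: 0% = median of the plate's neutral control wells and 100% = double that signal; a rise in the Bmi1 reporter signal indicates esBAF inhibition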
ERp5 inh – inhibitors of human ERp5; 0.05% of 350,000 active; ERp5 insulin aggregation, absorbance 650 nm, 90 min; AID 651711; inhibition, % at 9.99 µM;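 active = mean replicate inhibition above about 25%, with every replicate also reaching it, limit read from the data, passing the limit was not always enough; inconclusive = only one of those two criteria met; inactive = neither criterion met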
Target sequence (Q15084 whole entry, looked up): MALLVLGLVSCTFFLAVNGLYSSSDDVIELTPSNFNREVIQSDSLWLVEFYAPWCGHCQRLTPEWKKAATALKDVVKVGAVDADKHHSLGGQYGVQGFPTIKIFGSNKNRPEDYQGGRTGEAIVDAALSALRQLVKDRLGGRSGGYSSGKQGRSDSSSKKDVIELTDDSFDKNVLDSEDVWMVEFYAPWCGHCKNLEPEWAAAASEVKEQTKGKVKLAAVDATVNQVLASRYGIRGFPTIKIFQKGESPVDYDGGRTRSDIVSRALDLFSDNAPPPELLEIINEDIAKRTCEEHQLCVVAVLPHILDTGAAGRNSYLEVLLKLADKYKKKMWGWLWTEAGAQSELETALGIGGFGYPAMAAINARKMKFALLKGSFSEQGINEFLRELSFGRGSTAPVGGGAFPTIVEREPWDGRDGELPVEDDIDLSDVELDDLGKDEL
Statin myotox sup – protects C2C12 myotubes from simvastatin toxicity; ATP luminescence, 48 h; scaled: DMSO 0, geranylgeraniol control 100; rescue of ATP level, % at 7.49 µM; 0.78% of 330,000 active;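 active = mean ATP rescue above about 67%, or every replicate alone reaching that limit, limit read from the data, passing the limit was not always enough; inconclusive = no clear call, values can overlap the other calls; inactive = mean under the limit and some replicate under it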;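 note: myotubes were challenged with 10 µM simvastatin during compound exposure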
Numbers without * were called inactive; u = inconclusive; x = no result given; & = joins results of further samples; [ ] = another dose, or the depositor's remark.

no.	Structure	miR-122 sensor	ARNT TACC3 PPI	SIRT5 block	Cneo AK release	esBAF inh	ERp5 inh	Statin myotox sup
1	CC(=O)N(C)C[C@H]1Oc2cc(C#CC3(O)CCCC3)ccc2S(=O)(=O)N([C@@H](C)CO)C[C@H]1C	8[16.7 µM]	-8	4	-6	-2	1	x
2	C[C@H](CO)N1C[C@H](C)[C@H](CN(C)C(=O)CCN(C)C)OCc2ccccc2-c2ccccc2C1=O	x	3	-4	3	3	5	-3
3	Cc1ccccc1S(=O)(=O)N[C@@H]1CC[C@@H](CCn2cc(-c3ccc(F)cc3)nn2)O[C@H]1CO	-5[16.7 µM]	1	-7	-5	13	7	5
4	COc1ccccc1N1CCN(Cc2cccc(OC)c2OC)CC1	11	1	x	2	-4	x	2
5	CCc1ccc2c(CN3CCC(C(=O)OC)CC3)cc(=O)oc2c1	1	0	-1	-1	-5	-14	u
6	CCC(c1nnnn1C1CCCC1)N1CCN(C(=O)c2ccco2)CC1 (stereo not drawn)	-3	0	x	0	2	x	4
7	S=C(NCc1cccc(Cl)c1)NC1CCCCC1	58	-6	x	60	x	x	x
8	CCOC(=O)C1=C(CN2CC(C)CC(C)C2)NC(=O)NC1c1ccc2c(c1)OCO2 (stereo not drawn)	x	19	1	x	x	-2	x
9	O=C(NCc1ccccc1)c1onc(CSc2ccc(Cl)cc2)c1C(=O)NCC1CC1	-8	-2	x	-6	-3	-3	8
10	Cc1c(N=Cc2ccncc2)c(=O)n(-c2ccccc2)n1C	-4	-2	x	9	-9	x	11
11	COc1ccc(NC(=O)c2sccc2OS(=O)(=O)N(C)C)cc1	0	-8	-3	x	-1	-8	-5
12	C[C@@H]1CN([C@H](C)CO)C(=O)c2cc(Br)cnc2O[C@H]1CN(C)Cc1ccccc1F	-2[16.7 µM]	1	-2&-1	43	0	0&-1	7
13	O=C(Oc1coc(CSc2ncccn2)cc1=O)c1cccs1	-6	11	-6	x	3	-1	5
14	CCC(C)c1ccc(NC(=O)C2CCCN(c3ncccn3)C2)cc1 (stereo not drawn)	9	-6	x	1	48*	x	-12
15	NC(=O)Nc1ccc(C(=O)OCC(=O)Nc2ccc([N+](=O)[O-])cc2C(F)(F)F)cc1	x	-26	-3	x	x	1	x
16	COc1ccccc1CN1CC(C(=O)N2CCCCCCC2)CCC1=O (stereo not drawn)	-5	6	-1	-1	5	5	1
17	O=C(NCCn1cccn1)c1ccc(OC2CCN(CCc3ccccc3)CC2)cc1	-2	5	1	1	5	4	0
18	Cc1ccc(S(=O)(=O)NCC(=O)OC(C(=O)c2ccccc2)c2ccccc2)cc1 (stereo not drawn)	-7	19	x	2	x	x	x
19	CCn1cc(S(=O)(=O)c2ccc(Cl)cc2)c(=O)c2cc(OC)ccc21	3	6	-3	9	4	5	-15
20	O=C(Nc1nccs1)c1cccc(NC(=O)C2CC2)c1	14	-8	x	0	0	x	2
21	CO[C@H]1CN(C)C(=O)c2cc(NC(=O)C3CC3)ccc2OC[C@H](C)N(Cc2nccs2)C[C@H]1C	x	-2	-1	9	-5	0	2
22	N#CC1=C(N)Nc2ncnn2C1c1ccc([N+](=O)[O-])cc1 (stereo not drawn)	x	12	-1	x	x	-5	x
23	Cc1noc(C)c1S(=O)(=O)N(C)C[C@H]1OCCCC[C@@H](C)Oc2ccc(N(C)C)cc2C(=O)N([C@@H](C)CO)C[C@@H]1C	1[16.7 µM]	6	0	-3	-8	3	-3
24	CCOCCCNC(=S)N(CCN(CC)CC)Cc1cc2cc3c(cc2[nH]c1=O)OCCO3	1	0	-4	-1	8	4	2
25	CCC(C)NC(=O)c1nn(C)c(=O)c2ccccc12 (stereo not drawn)	x	4	x	x	-6	5	6
26	CCc1nnc(/N=C/c2c(O)n(-c3ccc(Cl)cn3)c(=O)c3ccccc23)s1	-7	-14	x	x	-2	x	0
27	O=C(Nc1ccc2c(c1)[C@@H]1C[C@H](CC(=O)N3CCOCC3)O[C@H](CO)[C@@H]1O2)C1CCC1	4[16.7 µM]	-5	x	6	3	x	5
28	CSc1nc(N)nc2c1ncn2CC(=O)N1CCN(c2ccccn2)CC1	2	-2	-2	1	4	7	-7
29	COC(=O)CSc1nc2ncc(Cl)cc2[nH]1	-2	8	x	4	-2	x	-3
30	Cc1nc(Cl)c(C#N)cc1-c1ccccc1	-2	-3	x	-1	-7	x	-4
31	O=C(CCCc1ccccn1)c1ccccc1	-9	x	-3	x	-44	-4	-2
32	COc1ccc(COC(=O)CCS(=O)(=O)c2ccc(C)cc2)cc1	x	-5	-4	x	x	-5	x
33	O=C(CO/N=C\c1ccccc1)Nc1ccccc1C(=O)N1CCOCC1	-4	10	x	0	-2	x	4
34	CO[C@H]1CN(C)C(=O)c2cc(NC(=O)C3CCC3)ccc2OC[C@@H](C)N(Cc2ccncc2)C[C@@H]1C	5[16.7 µM]	-4	-2	-2	2	1	3
35	C[C@H]1CN([C@@H](C)CO)C(=O)c2cc(NC(=O)CCCN(C)C)ccc2O[C@H]1CN(C)S(C)(=O)=O	-2[16.7 µM]	1	2	-4	-2	1	7
36	COc1ccccc1C(=O)NNC(=O)CN(C)S(=O)(=O)c1ccc(Cl)cc1	-3	x	-6	1	4	4	7
37	CCc1nnc(SCC(=O)Nc2ccc(C(C)=O)cc2)nc1CC	4	-4	x	-1	25	x	113*
38	NC(=O)C1CCCN(C(=O)CCC(=O)c2cccs2)C1 (stereo not drawn)	-6	9	-3	1	4	-8	-1
39	Cc1cc(C(=O)Nc2sc3c(c2C#N)CCC3)no1	24	-5	x	1	40	x	-88
40	Cc1nn(C(C)C(=O)c2cccc(Cl)c2)c(C)c1[N+](=O)[O-] (stereo not drawn)	x	-2	-3	x	x	-2	x
41	CCOC(=O)c1ccccc1NC(=O)COC(=O)CSC(C)C(=O)Nc1cc(C)on1 (stereo not drawn)	x	0	-2	7	-6	12	-4
42	CC(C)(O)C#Cc1ccc([C@H]2[C@H]3CN(C(=O)c4ccc(F)cc4)CCCCN3[C@H]2CO)cc1	10[16.7 µM]	-7	0	0	x	-1	x
43	Cc1cc(C)cc(OCC(=O)NNC(=O)c2ccoc2C)c1	8	-6	x	-3	-7	x	-2
44	Cc1ccc(C)c(CN2CCC(CNC(=O)Nc3ccc(F)c(Cl)c3)CC2)c1	x	4	-4	-1	-35	-2	-19
45	O=C(CC1CC1)N[C@H]1CC[C@@H](CCNS(=O)(=O)c2ccc(F)cc2)O[C@@H]1CO	x	-13	-2	3	-2	2	0
46	COC(=O)c1sc(N2C(=O)C(O)=C(C(=O)c3ccc(C)o3)C2c2ccco2)nc1C (stereo not drawn)	x	-4	-2	0	4	2	3
47	COc1cc2c(cc1OC)CN(C(=O)[C@H]1[C@@H]3C(=O)O[C@@H](c4ccccc4)[C@@H](c4ccccc4)N3[C@@H](c3ccc(O)cc3)[C@]13C(=O)Nc1ccc(C#CC4(O)CCCCCC4)cc13)CC2	x	8	8	-1	x	3	x
48	C[C@H]1CN([C@@H](C)CO)C(=O)Cc2cc(NS(=O)(=O)c3cn(C)cn3)ccc2O[C@@H]1CN(C)Cc1ccc2c(c1)OCO2	-2[16.7 µM]	3	x	-1	0	x	63
49	Cc1ccc(C)c(NC(=O)C2C(c3ccccc3)C2(Cl)Cl)c1 (stereo not drawn)	3	-5	x	-2	-1	x	-2
50	COc1ccc(S(=O)(=O)Nc2cccc3c2O[C@H](CN(C)Cc2ccncc2)[C@H](C)CN([C@@H](C)CO)C3=O)cc1	2[16.7 µM]	-5	0	49	1	3	-2

Some of the entries so far, with two lines to a compound.
Values run as follows: miR-122 sensor, ARNT TACC3 PPI, SIRT5 block, Cneo AK release, esBAF inh, ERp5 inh, Statin myotox sup
(40) Cc1nn(C(C)C(=O)c2cccc(Cl)c2)c(C)c1[N+](=O)[O-] (stereo not drawn)
    x, -2, -3, x, x, -2, x
(41) CCOC(=O)c1ccccc1NC(=O)COC(=O)CSC(C)C(=O)Nc1cc(C)on1 (stereo not drawn)
    x, 0, -2, 7, -6, 12, -4
(42) CC(C)(O)C#Cc1ccc([C@H]2[C@H]3CN(C(=O)c4ccc(F)cc4)CCCCN3[C@H]2CO)cc1
    10[16.7 µM], -7, 0, 0, x, -1, x
(43) Cc1cc(C)cc(OCC(=O)NNC(=O)c2ccoc2C)c1
    8, -6, x, -3, -7, x, -2
(44) Cc1ccc(C)c(CN2CCC(CNC(=O)Nc3ccc(F)c(Cl)c3)CC2)c1
    x, 4, -4, -1, -35, -2, -19
(45) O=C(CC1CC1)N[C@H]1CC[C@@H](CCNS(=O)(=O)c2ccc(F)cc2)O[C@@H]1CO
    x, -13, -2, 3, -2, 2, 0
(46) COC(=O)c1sc(N2C(=O)C(O)=C(C(=O)c3ccc(C)o3)C2c2ccco2)nc1C (stereo not drawn)
    x, -4, -2, 0, 4, 2, 3
(47) COc1cc2c(cc1OC)CN(C(=O)[C@H]1[C@@H]3C(=O)O[C@@H](c4ccccc4)[C@@H](c4ccccc4)N3[C@@H](c3ccc(O)cc3)[C@]13C(=O)Nc1ccc(C#CC4(O)CCCCCC4)cc13)CC2
    x, 8, 8, -1, x, 3, x
(48) C[C@H]1CN([C@@H](C)CO)C(=O)Cc2cc(NS(=O)(=O)c3cn(C)cn3)ccc2O[C@@H]1CN(C)Cc1ccc2c(c1)OCO2
    -2[16.7 µM], 3, x, -1, 0, x, 63
(49) Cc1ccc(C)c(NC(=O)C2C(c3ccccc3)C2(Cl)Cl)c1 (stereo not drawn)
    3, -5, x, -2, -1, x, -2
(50) COc1ccc(S(=O)(=O)Nc2cccc3c2O[C@H](CN(C)Cc2ccncc2)[C@H](C)CN([C@@H](C)CO)C3=O)cc1
    2[16.7 µM], -5, 0, 49, 1, 3, -2

The list goes on:
no.	Structure	miR-122 sensor	ARNT TACC3 PPI	SIRT5 block	Cneo AK release	esBAF inh	ERp5 inh	Statin myotox sup
51	COCCNC(=S)N1CCC(c2nc(-c3ccc(F)cc3)no2)CC1	1	-18	-4	0	-2	-3	0
52	CCN1CCc2c(OCC(=O)N3CCCCC3)cccc2C1=O	x	-14	1	x	x	-1	x
53	O=C(C[C@@H]1C=C[C@@H](NC(=O)C2CC2)[C@H](CO)O1)NCc1ccncc1	x	-5	-3	0	-6	3	2
54	CCOc1cc(C2/C(=C(\O)c3cc(C)ccc3C)C(=O)C(=O)N2CCN(C)C)ccc1O (stereo not drawn)	-4	7	x	-1	-1	x	-15
55	CCC(=O)N(C)C[C@@H]1Oc2ncc(C#C[C@@H](C)O)cc2C(=O)N([C@@H](C)CO)C[C@H]1C	-2[16.7 µM]	-10	2	0	-2	-3	6
56	CC(C)c1ccc(NC(=O)C2C3C=CC4(CN(CCCN5CCOCC5)C(=O)C24)O3)cc1 (stereo not drawn)	-4	-9	x	1	-3	x	-9
57	CCOc1ccccc1Oc1cn[nH]c1-c1ccc(OCC(=O)NN)cc1O	x	-8	-8	0	1	-12	21
58	O=C(Oc1cccc(Nc2ncnc3ccccc23)c1)c1cccnc1	-4	-2	1	-1	15	5	-3
59	CCn1c(SCC(=O)O)nnc1-c1ccc(S(=O)(=O)N2CCCC2)cc1	2	x	-6	1	1	8	-16
